# IP6K1 inh – IP6K1 kinase inhibition; activity change, % (series mostly up to about 58 µM); 140,000 compounds, 0.81% hits; IP6K1 kinase, ADP-Glo luminescence, 2 h; stronger effect = lower value; AID 1645851; in the data active means activity change below about -25%
# Target sequence (Q92551 whole entry, looked up): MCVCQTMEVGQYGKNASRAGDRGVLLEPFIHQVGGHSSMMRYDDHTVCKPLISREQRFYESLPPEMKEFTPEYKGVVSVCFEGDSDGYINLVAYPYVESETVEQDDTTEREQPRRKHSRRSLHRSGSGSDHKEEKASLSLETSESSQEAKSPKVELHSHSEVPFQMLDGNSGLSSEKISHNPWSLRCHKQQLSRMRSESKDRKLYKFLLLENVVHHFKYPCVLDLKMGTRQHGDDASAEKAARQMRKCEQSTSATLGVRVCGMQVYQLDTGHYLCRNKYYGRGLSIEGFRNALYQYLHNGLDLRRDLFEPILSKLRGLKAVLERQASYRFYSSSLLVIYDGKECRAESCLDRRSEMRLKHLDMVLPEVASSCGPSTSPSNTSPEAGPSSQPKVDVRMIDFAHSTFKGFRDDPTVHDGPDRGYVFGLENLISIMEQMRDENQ
#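 ADP-Glo luminescence measures ADP made by human IP6K1 during a 2 h RT reaction with ATP/IP6 (mix at 1.3 mM/130 uM); top library doses 57.5 and 19.1 uM final.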
# HEK293 viab – cell viability loss counter-screen | Potency, µM (highest dose often 57.1 µM), without a hit: at the highest dose activity change, negative = cytotoxicity, usual class: cytotoxic | HEK-293-SNCA-luc viability, GF-AFC fluorescence, 24 h | 150,000 compounds, 0.12% hits | AID 1671193;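 further: potency means the concentration at half of the fitted maximal effect; 0% = DMSO-treated cells and -100% = medium-only wells without cells; nearly all actives have a fitted effect of over 30% in size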
#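 HEK-293-SNCA-luc cells (1500/well) plated 24 h, then exposed 24 h to a dilution series; GF-AFC added 30 min at 37C, fluorescence 405/540 nm; normalised to medium-only and DMSO wells, Hill fit.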
# Luciferase inh – blocks purified firefly luciferase enzyme activity; P08659; Potency, µM (top dose mostly 115 µM), inactives show top-dose activity change, negative = inhibition, actives largely listed as inhibitors; 76,000 compounds, 2.5% hits; purified P. pyralis luciferase, luminescence, biochemical; AID 1347043; further: potency means the concentration at half of the fitted maximal effect; nearly all actives have a fitted effect of over 65% in size
# Target sequence (P08659 whole entry, looked up): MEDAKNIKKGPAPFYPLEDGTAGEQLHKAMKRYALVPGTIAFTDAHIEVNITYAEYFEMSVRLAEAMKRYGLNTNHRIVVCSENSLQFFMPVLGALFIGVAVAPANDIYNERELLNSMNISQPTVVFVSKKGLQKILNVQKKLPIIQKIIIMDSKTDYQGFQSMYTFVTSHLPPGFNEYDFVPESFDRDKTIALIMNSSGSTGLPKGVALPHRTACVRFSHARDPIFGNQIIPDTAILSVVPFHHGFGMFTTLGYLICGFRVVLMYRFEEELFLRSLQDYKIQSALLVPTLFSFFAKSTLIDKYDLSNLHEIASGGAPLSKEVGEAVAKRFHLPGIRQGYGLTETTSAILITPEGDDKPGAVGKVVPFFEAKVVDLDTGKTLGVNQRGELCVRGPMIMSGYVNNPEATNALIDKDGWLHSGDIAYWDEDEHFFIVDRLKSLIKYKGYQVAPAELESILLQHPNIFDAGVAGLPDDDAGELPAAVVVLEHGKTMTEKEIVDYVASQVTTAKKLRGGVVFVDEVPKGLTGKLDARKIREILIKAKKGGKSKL
#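 Luminescence read by CCD imager after adding enzyme (10nM final) to wells holding compound, titrated in qHTS. Substrates 10uM each D-luciferin and ATP; buffer 50mM Tris acetate pH 7.5, 10mM Mg acetate, Tween-20, BSA.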
# HEK293 tox – cytotoxic compounds in HEK 293 cells; HEK 293 viability, ATP luminescence (CellTiter-Glo), 48-72 h; Potency, µM (doses to about 115 µM), for the others: at the top dose activity change, negative = cytotoxicity, most hits filed as inhibitors; 94,000 compounds, 6.6% hits; further: potency means the concentration at half of the fitted maximal effect; nearly all actives have a fitted effect of over 60% in size
#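 Luminescence from cellular ATP, measured with CellTiter-Glo, indicates HEK 293 viability. Cells plated at 250 cells/well are treated with compound for 48 or 72 hr at 37 degree Celsius before reagent addition.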
# SNCA expr inhib – inhibitors of alpha-synuclein (SNCA) gene expression | HEK-293 SNCA-luciferase knock-in, luminescence, 24 h | Potency, µM (titrated, usually from 57.2 µM), inactives show at the top dose activity change, negative = inhibition, hits mostly inhibitors | 140,000 compounds, 0.17% hits;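 further: potency means the concentration at half of the fitted maximal effect; plate controls were DMSO cells for no effect and cell-free wells for full effect; nearly all actives have a fitted effect of over 45% in size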
# GPT2 inhibitor – blocks human glutamate pyruvate transaminase 2; Q8TD30; AID 1671188; Recombinant GPT2, coupled pyruvate oxidase/HRP Amplex Red fluorescence; Potency, µM (series often up to 57.7 µM), without a hit: top-dose activity change, negative = inhibition, most hits filed as inhibitors; 100,000 compounds, 0.25% hits; further: potency means the concentration at half of the fitted maximal effect; nearly all actives have a fitted effect of over 60% in size; many of its hits are not listed in these tables
#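 Recombinant GPT2 (10ng/uL) with 250uM a-KG and 2mM L-alanine, 30 min at room temperature, in HEPES pH 7.5 buffer. Pyruvate detected by pyruvate oxidase/HRP/Amplex Red fluorescence after 30 min in the dark; AOA (50uM) as positive control.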
# NIH3T3 tox – cytotoxic compounds in NIH 3T3 cells. NIH 3T3 viability, CellTiter-Glo ATP luminescence, 48-72 h. Potency, µM (series often up to 96.7 µM), for inactives: top-dose activity change, negative = cytotoxicity, most hits filed as inhibitors. 94,000 compounds, 4.3% hits; further: potency means the concentration at half of the fitted maximal effect; nearly all actives have a fitted effect of over 55% in size
#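 Cytotoxicity is measured as loss of cellular ATP: NIH 3T3 cells (400/well) are exposed to compound for 48 or 72 hr at 37 °C, then CellTiter-Glo luminescence is imaged after 10 min at room temperature.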
# Active calls of the source: *; i = inactive; ? = inconclusive; / = no result given; & = joins results of further samples; [ ] = dose if it differs, or a comment. Unless noted, the call rests on the fitted dose curve; in most records, active means well fitted curve in the direction sought with a large enough effect; inconclusive means small, poorly fitted or top-dose-only effect, or another doubt; inactive means no such curve, though single readings can be large; an effect the other way counts as inactive or inconclusive. Unless noted, on the % scale 0 is the no-effect control and ±100 the full control effect. These rows are one share of the data; the hit share may differ from the screen's.
SMILES,IP6K1 inh,HEK293 viab,Luciferase inh,HEK293 tox,SNCA expr inhib,GPT2 inhibitor,NIH3T3 tox
O=C(CCSCc1ccccc1Cl)NCc1ccc(F)cc1Cl,7.4,10.6%,/,/,-4.2%,/,/
CCn1nc(C)c(-c2cc(C(=O)N3CCc4nc5cc(-c6ccccc6)[nH]n5c(=O)c4C3)no2)c1C,14.6,-2.1%,0.0%,3.0%,-19.9%,i,i
CN(CC1CCOC1)C(=O)Cc1ccccc1 (stereo not drawn),8.6,3.6%,4.5%,-0.3%,-3.9%,i,i
Cc1cc2nc3n(c(=O)c2n1CC(=O)Nc1cccc(C#N)c1)CCCC3,5.9,-10.6%,-1.3%,4.7%,3.9%,i,-11.1%
O=C(Cc1cccc(F)c1)N1CCC(n2cc(-c3nc(-c4ccccc4)no3)nn2)CC1,7.7,2.0%,3.5%,-0.7%,58.3%[activator],4.7%,i
CCCCc1ccc(NC(=O)CN2C(=O)NC3(CCCCC3)C2=O)cc1,14.5,-20.2%,-11.2%,?,-6.9%,i,?
O=C([C@@H]1C[C@H](Oc2ccccc2)CN1C(=O)COc1ccccc1)N1CCOCC1,4.6,-2.7%,3.0%,3.4%,-2.6%,1.9%,-5.1%
CCC1(N2CCN(C(=O)Nc3ccc(Cl)cc3C)CC2)CCN(C(=O)NC)C1 (stereo not drawn),0.9,-1.0%,-14.4%,?,10.8%,i,-20.2%
Cc1nnc2ccc(N3CCN(C(=O)c4ccccc4F)CC3)nn12,2.6,/,/,-10.2%,/,/,-28.2%
CCC(C)C(=O)OC12C(OC(C)=O)C(C)C3(O)C(C=C(CO)CC4(O)C(=O)C(C)=CC43)C1C2(C)C (stereo not drawn),6.1,-16.9%[23.9 µM],/,/,/,4.9%[27.3 µM],/
Cc1ccccc1C(=O)N1CCCN(c2nnc3ccc(Cl)cn23)CC1,40.0,-4.8%,-14.7%,-15.9%,2.3%,3.4%,-16.4%
COc1ccc(C(=O)NC2CCN(c3ccc4nnc(-c5ccccc5)n4n3)C2)cc1 (stereo not drawn),2.9,/,/,?,/,/,?
Cc1cc(C)cc(N2C(=O)CSC23C(=O)N(CC(=O)Nc2ccc(F)cc2F)c2ccccc23)c1 (stereo not drawn),9.0,6.3%,/,/,2.4%,/,/
Cc1cccc(C(=O)N2CCCC(c3noc(COc4ccccc4)n3)C2)c1 (stereo not drawn),21.0,6.3%[12.5 µM],-7.5%,?,-14.5%,i,?
CCc1ccc(Nc2nc(-c3ccccc3F)no2)cc1,-1.7,-24.5%,2.51µM*,?,31.5%[activator],-14.0%,?
Cc1cccc(NC(=O)CC2Nc3cccc4cccc(c34)NC2=O)c1 (stereo not drawn),-4.2,-1.8%,/,/,-20.8%,/,/
O=C(Cn1c(SCc2ccc(F)cc2)nc2cccnc21)Nc1ccccc1F,19.1,?,/,/,73.9%[activator],/,/
Cc1cccc(OCc2ccc(-c3nc(C#N)c(N4CCC(C(N)=O)CC4)o3)o2)c1,-2.1,3.9%,/,/,-1.5%,/,/
COCCNC(=O)c1nc2sccn2c1-c1ccncc1,6.6,-1.0%[87.6 µM],/,-27.7%[172 µM],-6.4%[87.6 µM],i,-8.2%[138 µM]
CCc1ccc(-n2c(SCC(=O)NC(C)CC)nc3n[nH]c(C)c3c2=N)cc1 (stereo not drawn),5.4,-23.4%,/,/,?,/,/
O=C1NC2(CCN(C(=O)c3ccc(F)cc3)CC2)COc2ccccc21,22.3,-1.7%,3.6%,-1.7%,10.6%,-0.7%,-2.2%
COc1cc(CN2CCN(c3ccc(C#N)cn3)CC2CCO)cc(OC)c1 (stereo not drawn),-3.9,0.9%,-6.3%,?,9.7%,-6.6%,?
O=C(c1ccccc1F)N1CCC(C(=O)N2CCC(N3Cc4ccccc4C3=O)CC2)CC1,23.3&-5.6,-12.2%&4.1%,/,?,-18.8%&-12.4%,3.1%,-14.5%&-21.1%
CC(C)c1ccc(CC(=O)N2CCCc3ncc(C(=O)NCc4cccc(F)c4)cc32)cc1,5.1,-1.1%,-4.4%,?,-4.2%,-3.0%,?
CS(=O)(=O)N1CCc2ccc(C(=O)NCc3ccc(N4CCCCC4)cc3)cc21,-12.0,0.8%,-13.5%,-27.3%,24.7%,-6.2%,?
CCc1ccc(OCC(=O)Nc2c(C(=O)c3ccc(Br)cc3)oc3ccccc23)cc1,24.3,4.8%,/,/,-1.5%,/,/
CN(C)C[C@@H]1CN(c2ccncn2)C[C@H]1NC(=O)c1ccco1,-7.0,-12.3%,1.7%,-5.3%,-2.9%,i,-9.8%
O=S(=O)(c1ccc(Br)cc1)c1nnn2c1nc(NC1CCCCCC1)c1sccc12,3.0,3.3%,/,/,-8.0%,/,/
Cc1ccc(C(=O)Nc2nnc(S(=O)(=O)N(C)Cc3ccco3)s2)cc1,-2.3,-12.7%,/,/,26.0%,/,/
COc1cccc(-c2ccc(C(=O)N3CCC(NC(=O)c4ccc(Cl)nc4)CC3)cc2)c1,-17.3,3.9%[12.5 µM],/,?,-4.3%,-6.6%,-23.7%
O=c1cc(CSc2ccccc2)[nH]c2ccc(F)cc12,-18.9,-4.0%,/,/,6.6%,/,/
COc1ccc(NC(=O)NCC2Cn3cccc3CN2Cc2ccccc2)cc1 (stereo not drawn),-20.6,-7.1%,/,?,3.0%,-19.7%,-40.9%
O=C(NC1C[C@H]2CC[C@@H](C1)N2S(=O)(=O)c1cccs1)c1ccncc1 (stereo partly drawn),11.7,8.5%,-8.3%,-37.0%,16.2%,-11.4%,-22.0%
CCOC(=O)N1CCN(C(=O)c2ccc3c(c2)N(Cc2ccccc2F)C(=O)c2ccccc2S3=O)CC1 (stereo not drawn),16.0,-5.6%,/,/,-10.7%,/,/
Cc1ccc(CC(=O)Nc2ccc3c(c2)N(C)C(=O)c2ccccc2S3)cc1,3.4,-10.4%,/,/,-27.7%,/,/
O=C(c1cc2n(n1)CCCN(Cc1ccccc1)C2)N1CC(n2cccn2)C1,26.7,-9.0%,6.0%,i,-2.8%,3.8%,4.5%
CC(C)(C)c1ccc(-c2nc(SCC(=O)Nc3ccc(Cl)cc3)[nH]c(=O)c2C#N)cc1,-8.4,-4.9%,/,/,-9.7%,/,/
CC(=O)NC1CC2(CCN(C(=O)c3ccccc3)CC2)c2ccccc21 (stereo not drawn),2.3,5.6%,/,i,-26.6%,3.6%,3.7%
CCOc1ccc(Nc2oc(/C=C/c3cccc(OC)c3)nc2C#N)cc1,30.3,?,/,/,11.0%,/,/
CC1=C[C@@H](CC#N)[C@H](C(C)C)C[C@H]1CC(=O)NC1CCCCC1,-1.4,-20.5%[87.6 µM],-6.8%[172 µM],89.1µM*,-7.0%[87.6 µM],3.3%[88.5 µM],?
c1ccc(-n2cc(CN3CCCCC3c3ccccn3)nn2)cc1 (stereo not drawn),-16.1,-7.3%,1.9%,?,16.7%,i[11.5 µM],-14.0%
CCOCCOC1CCN(C(=O)c2ccc(F)cc2)CC1,26.9,-10.8%[12.5 µM],-9.3%,1.3%,20.8%,i,i
CCC1=C(C(=O)OC)C(c2cc(OC)ccc2OC)N2C(CC(=O)NC3CC3)=CSC2=N1 (stereo not drawn),11.2,-19.9%,6.1%,0.0%,17.3%,-14.3%,i
CCC(=O)N1c2ccccc2CC1C(=O)NCCc1ccc(SC)cc1 (stereo not drawn),41.9,5.2%,/,/,11.4%,/,/
Cc1nn(-c2ccccc2)c2c1C(C)N(C1CCCN(C(=O)c3ccncc3)C1)C2=O (stereo not drawn),20.3,/,/,-25.7%,/,/,?
COCCN1CC2(CCOC2)N(C2CCN(C(=O)c3ccc(OC)cc3)CC2)C1=O (stereo not drawn),21.3,8.7%,/,-0.3%,9.3%,?,-27.0%
O=C(NCc1ccc2c(c1)CCN2C(=O)c1ccncc1)c1cccc(Cl)c1,20.0,9.1%,/,/,19.3%,/,/
CCn1c(=O)c2cc(C(=O)NC3CCC(C)CC3)sc2c2ccccc21 (stereo not drawn),23.1,1.9%,/,/,38.6%[activator],/,/
COc1ccc(-c2noc(-c3ccc(NCc4cccnc4)c([N+](=O)[O-])c3)n2)cc1,-9.1,0.2%,/,/,35.1%[activator],/,/

# Part of the list above in order of number of heavy atoms, falling.
SMILES,IP6K1 inh,HEK293 viab,Luciferase inh,HEK293 tox,SNCA expr inhib,GPT2 inhibitor,NIH3T3 tox
O=C(c1ccccc1F)N1CCC(C(=O)N2CCC(N3Cc4ccccc4C3=O)CC2)CC1,23.3&-5.6,-12.2%&4.1%,/,?,-18.8%&-12.4%,3.1%,-14.5%&-21.1%
O=C(Cc1cccc(F)c1)N1CCC(n2cc(-c3nc(-c4ccccc4)no3)nn2)CC1,7.7,2.0%,3.5%,-0.7%,58.3%[activator],4.7%,i
CC(C)(C)c1ccc(-c2nc(SCC(=O)Nc3ccc(Cl)cc3)[nH]c(=O)c2C#N)cc1,-8.4,-4.9%,/,/,-9.7%,/,/
COc1ccc(-c2noc(-c3ccc(NCc4cccnc4)c([N+](=O)[O-])c3)n2)cc1,-9.1,0.2%,/,/,35.1%[activator],/,/
O=C(Cn1c(SCc2ccc(F)cc2)nc2cccnc21)Nc1ccccc1F,19.1,?,/,/,73.9%[activator],/,/
COc1cc(CN2CCN(c3ccc(C#N)cn3)CC2CCO)cc(OC)c1 (stereo not drawn),-3.9,0.9%,-6.3%,?,9.7%,-6.6%,?
Cc1cc2nc3n(c(=O)c2n1CC(=O)Nc1cccc(C#N)c1)CCCC3,5.9,-10.6%,-1.3%,4.7%,3.9%,i,-11.1%
O=C1NC2(CCN(C(=O)c3ccc(F)cc3)CC2)COc2ccccc21,22.3,-1.7%,3.6%,-1.7%,10.6%,-0.7%,-2.2%
Cc1nnc2ccc(N3CCN(C(=O)c4ccccc4F)CC3)nn12,2.6,/,/,-10.2%,/,/,-28.2%
CN(C)C[C@@H]1CN(c2ccncn2)C[C@H]1NC(=O)c1ccco1,-7.0,-12.3%,1.7%,-5.3%,-2.9%,i,-9.8%
CCc1ccc(Nc2nc(-c3ccccc3F)no2)cc1,-1.7,-24.5%,2.51µM*,?,31.5%[activator],-14.0%,?
